Screens from PubChem BioAssay.
STK33 kinase inh = human STK33 kinase inhibition. Q9BYT3. purified STK33, MBP phosphorylation, ADP-Glo luminescence. inhibition, % at 10 µM. hit rate 0.073% among 320,000. AID 2661;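 active = inhibition at or above 25%, using the most active replicate where run in duplicate; inactive = inhibition below 25%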
Target sequence (Q9BYT3 whole entry, looked up): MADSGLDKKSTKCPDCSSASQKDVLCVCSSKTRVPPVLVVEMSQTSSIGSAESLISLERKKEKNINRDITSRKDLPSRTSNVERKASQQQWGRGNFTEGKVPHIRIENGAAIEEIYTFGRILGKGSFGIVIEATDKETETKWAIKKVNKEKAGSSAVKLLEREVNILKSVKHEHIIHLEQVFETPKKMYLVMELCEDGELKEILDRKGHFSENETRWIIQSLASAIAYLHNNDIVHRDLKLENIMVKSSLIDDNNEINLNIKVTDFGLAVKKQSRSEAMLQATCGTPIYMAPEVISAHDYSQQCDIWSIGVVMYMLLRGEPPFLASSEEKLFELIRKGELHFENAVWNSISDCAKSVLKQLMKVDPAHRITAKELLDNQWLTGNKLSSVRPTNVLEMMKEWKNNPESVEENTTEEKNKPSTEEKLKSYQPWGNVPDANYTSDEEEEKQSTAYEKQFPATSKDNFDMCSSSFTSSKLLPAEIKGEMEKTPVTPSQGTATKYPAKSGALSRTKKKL
OX1R antag-1 = OX1R (human) antagonism. O43613. OX1R-expressing cells, FRET antagonist read-out. inhibition, % at 6.6 µM. hit rate 1.8% among 330,000. AID 485270; in the data active = inhibition mostly above about 38%, no sharp cut-off; inactive = mostly below about 40%;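 also: 0% = agonist challenge alone and 100% = reference antagonist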
Target sequence (O43613 whole entry, looked up): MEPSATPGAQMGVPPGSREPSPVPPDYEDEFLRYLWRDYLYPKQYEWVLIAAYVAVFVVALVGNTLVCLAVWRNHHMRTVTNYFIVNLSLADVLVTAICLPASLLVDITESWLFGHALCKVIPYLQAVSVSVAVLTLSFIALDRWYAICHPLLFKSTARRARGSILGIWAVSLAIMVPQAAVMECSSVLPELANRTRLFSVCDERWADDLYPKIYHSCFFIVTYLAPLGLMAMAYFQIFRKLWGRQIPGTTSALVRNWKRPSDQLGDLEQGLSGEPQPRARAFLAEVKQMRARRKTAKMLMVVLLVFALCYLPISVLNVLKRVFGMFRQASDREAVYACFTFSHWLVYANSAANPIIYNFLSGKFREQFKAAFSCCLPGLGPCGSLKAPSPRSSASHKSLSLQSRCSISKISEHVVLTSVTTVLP
OX1R antag-2 = blocks the human orexin 1 receptor; O43613; CHO/OX1R cells, Fluo-8 calcium fluorescence, orexin A; hit rate 0.43% among 330,000; inhibition, % at 5 µM; AID 434989;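 active = inhibition above its plate's threshold, mean inhibition of all tested compounds on the plate plus 3 SD, cut at about 37% in these data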;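 also: 0% = orexin A challenge wells and 100% = SB-334867-A antagonist wells; not every result past the cut was called active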
Active calls of the source: *; . = not tested or not shown.

Order of results – STK33 kinase inh, OX1R antag-1, OX1R antag-2
1	O=C(C[C@H]1C[C@H](C(=O)N2CCCCC2)[C@@]2(CCc3ccccc3)c3[nH]c4ccc(Cl)cc4c3CCN2C1=O)NCCC1=CCCCC1
 : ., 3, -32
2	FC(F)(F)c1cc(-c2ccc3c(c2)OCO3)nc(NCc2ccco2)n1
 : -1.1, 22, -30
3	O=C(CCSc1nnc(-c2ccncc2)o1)Nc1cccc(Cl)c1
 : 0.2, 12, -1
4	CCN(CC(=O)NCc1ccc(F)cc1)C(=O)CN1CCN(c2cc(Cl)ccc2C)CC1
 : -0.7, 19, -1
5	CC(=O)c1cccc(NC(=O)CCC2CCCC2)c1
 : -0.1, 19, -8
6	CCCCn1nc2cc(C(=O)NCCCCc3ccccc3)ccc2c1OCC
 : -3.2, 39, -31
7	CCC(=O)N1c2ccc(C)cc2C2=NNC(=S)NC21O (stereo not given)
 : -1.9, 23, 5
8	Cc1oc(-c2cccc(Cl)c2)nc1CN1CCC(C(=O)NCc2cccnc2)CC1
 : 0.1, 8, -7
9	Cc1ccc(C2(c3ccc(C)cc3)CC2C(=O)Nc2ccc([N+](=O)[O-])cc2O)cc1 (stereo not given)
 : -2.0, 22, 33
10	COc1ccc(/C=N/OCC(=O)Nc2cc(C)on2)cc1OC
 : 0.2, 28, -27
11	O=C(NCC(O)c1ccc([N+](=O)[O-])cc1)C(c1ccccc1)c1ccccc1 (stereo not given)
 : 0.5, 16, -20
12	CCOC(=O)C(NC(=O)Nc1ccc(Cl)cn1)(Oc1ccc(F)cc1)C(F)(F)F (stereo not given)
 : 0.2, -12, -17
13	CCc1nnc(NC(=O)CSc2nnc(-c3ccco3)o2)s1
 : -0.5, 25, -9
14	COc1cc(C(=O)Oc2cc(N)n(S(=O)(=O)c3ccc(F)cc3)n2)cc(OC)c1OC
 : 0.3, 54, -7
15	CC1(C)CC(=O)C(C=Nc2ccc(N)cc2)=C(O)C1
 : -0.7, 32, -20
16	CCN(CC)Cc1c(O)ccc2c(=O)c(-c3ccc(Cl)cc3)coc12
 : -0.5, 16, -9
17	O=C(CSc1ncnc2c(-c3ccc(Cl)cc3)nsc12)c1ccccc1
 : 2.0, 12, -12
18	N/C(=N\OC(=O)N1c2ccccc2Sc2ccccc21)c1ccccc1
 : 0.1, 24, -34
19	O=C(COc1ccccc1Br)N1CCNC1=O
 : 1.3, 0, -2
20	COc1ccc(OC)c(S(=O)(=O)Nc2ccc(C(N)=O)cc2)c1
 : 0.1, -1, 4
21	Cc1c(N=c2scc(-c3ccccc3)n2C)c(=O)n(-c2ccccc2)n1C
 : -5.2, 13, -16
22	CCOc1ccccc1NC(=O)CSc1nc(=O)n(Cc2ccncc2)c2c1CCC2
 : -1.3, 10, -30
23	O=C(CSc1nnc2ccccn12)NNC(=O)c1ccc(Br)cc1
 : -0.4, 9, -2
24	CC(=O)c1ccccc1NC(=O)CN1C(=O)CS/C1=C\c1nc(-c2ccc(C)cc2)cs1
 : -1.0, 10, -20
25	O=C(NCc1cccc(CNC(=O)C(=O)NCc2ccco2)c1)C(=O)NCc1ccco1
 : 0.5, 5, 14
26	CC(=O)c1sc(NCCOc2ccc(C)cc2)nc1C
 : ., 11, -2
27	COC(=O)CSC1=C(C#N)C(c2ccc3c(c2)OCO3)C2=C(CCCC2=O)N1 (stereo not given)
 : -0.6, 20, -27
28	CSCCOC(=O)C1=C(C)Nc2ccc(C)cc2S1
 : 0.3, 5, -5
29	O=C(COC(=O)c1ccccc1Nc1ccc(SC(F)F)cc1)NCc1ccco1
 : -1.3, 18, -24
30	Cc1ccc(S(=O)(=O)NCCSc2nnnn2C)cc1
 : -0.2, 7, -14
31	CC1CCCN(C(=O)c2ccc(-c3ccccc3Cl)o2)C1 (stereo not given)
 : 1.4, 15, -19
32	c1ccc(COc2cccc(CNn3cnnc3)c2)cc1
 : 0.1, 5, 4
33	CCCCC(=O)NC(=S)NNC(=O)CC#N
 : -0.5, 7, -14
34	Cc1cc(=O)oc2cc(OCC(=O)N3CC(C)OC(C)C3)ccc12 (stereo not given)
 : -19, 12, -14
35	COc1ccc(-c2cccc(NC(=O)COc3ccc(Cl)cc3)c2)nn1
 : -1.6, 24, -19
36	COc1cc2cnc(-c3ccsc3)c(-c3ccc(F)cc3)c2cc1OC
 : -1.7, 2, -31
37	CC1(C)Cc2c(c(N3CCCC3)nc3sc4c(N5CCNCC5)ncnc4c23)CO1
 : -0.8, 3, -22
38	N=C(N=C(N)N)N1CCc2ccccc21
 : 0.1, 10, -11
39	CCc1cc(CNC(=O)CC2C(=O)NCCN2Cc2cccc(OC)c2)on1 (stereo not given)
 : 0.1, 9, -8
40	CC(O)(CS(=O)(=O)Cc1ccccc1)c1ccccc1Cl (stereo not given)
 : -0.8, -6, -21
41	Cc1ccccc1NC(=S)N1CCC(C(=O)c2ccc(F)cc2)CC1
 : -2.4, -7, -16
42	CC(C)Oc1cccc(C(=O)NC2=NCCS2)c1
 : -0.1, 21, -18
43	COc1ccc(N(CC(=O)NC2CCCCC2)C(=O)CCCC(=O)Nc2ccccn2)c(OC)c1
 : -1.6, 8, -26
44	Cc1cc(NC(=O)CSc2ncc(C(F)(F)F)cc2Cl)no1
 : -0.4, 0, -20
45	CCn1c(=N)n(CC(=O)OC)c2ccccc21
 : -1.8, 8, -9
46	Cc1ccc(NC(=O)c2ccccc2NC(=O)CCC(=O)O)cc1
 : -0.3, 2, -6
47	O=S(=O)(c1ccc2c(c1)nc1n2CCC1)N1CCOCC1
 : -0.7, 9, 1
48	CCCCC(C(=O)O)C(C)CC(=O)NNC(=O)c1ccco1 (stereo not given)
 : 0.9, 22, -17
49	O=[N+]([O-])c1ccc2c(c1)oc1ccccc12
 : -3.0, 10, -2
50	CCS(=O)(=O)N1CCC(C(=O)Oc2ccccc2Cl)CC1
 : ., 4, -20
51	CC(=O)O[C@H]1[C@H](C)OC=C[C@@H]1OC(C)=O
 : 1.0, 9, -15
52	O=C(O)C1CC=CCC1C(=O)NNc1ccccc1 (stereo not given)
 : -1.6, 5, -10
53	Cc1cc(C#Cc2c(-c3ccccc3)n(C)c3ccccc23)ccc1F
 : 0.0, 26, -9
54	CCc1ccc(N2C(=O)c3sc4nnc(-c5ccccc5)c(=O)n4c3C2=O)cc1
 : 0.3, 15, -7
55	COc1cccc(CNC(=O)C2CCCN2S(=O)(=O)c2ccc3c(c2)C(C)(C)C(=O)N3C)c1 (stereo not given)
 : -0.4, 11, -19
56	CCCCC1CCC(C(=O)Nc2ccccc2)CC1 (stereo not given)
 : -0.8, 9, -6
57	Cc1nc2c3ccccc3n(Cc3ccccc3F)c2s1
 : 1.0, 17, -32
58	COc1cc(C=C(c2nc3ccccc3s2)c2nc3ccccc3s2)cc(OC)c1O
 : -2.6, 13, -24
59	CCc1nnc(NC(=O)C2CC(=O)N(CCc3ccccc3)C2)s1 (stereo not given)
 : -0.8, -5, -29
60	C(=N\C(/N=C/c1ccco1)c1ccco1)/c1ccco1
 : 0.8, 18, -14

Reprinted, compounds 55 to 60
Order of results – STK33 kinase inh, OX1R antag-1, OX1R antag-2
55	COc1cccc(CNC(=O)C2CCCN2S(=O)(=O)c2ccc3c(c2)C(C)(C)C(=O)N3C)c1 (stereo not given)
 : -0.4, 11, -19
56	CCCCC1CCC(C(=O)Nc2ccccc2)CC1 (stereo not given)
 : -0.8, 9, -6
57	Cc1nc2c3ccccc3n(Cc3ccccc3F)c2s1
 : 1.0, 17, -32
58	COc1cc(C=C(c2nc3ccccc3s2)c2nc3ccccc3s2)cc(OC)c1O
 : -2.6, 13, -24
59	CCc1nnc(NC(=O)C2CC(=O)N(CCc3ccccc3)C2)s1 (stereo not given)
 : -0.8, -5, -29
60	C(=N\C(/N=C/c1ccco1)c1ccco1)/c1ccco1
 : 0.8, 18, -14

(continued)
Order of results – STK33 kinase inh, OX1R antag-1, OX1R antag-2
61	Cc1ccc(C(=O)Nc2ccc(NC(=O)c3cccs3)cc2)c(C)c1
 : 1.4, 20, -15
62	COc1cc(C(=O)Nc2ccccc2NC(=O)c2cc(OC)c(OC)c(OC)c2)cc(OC)c1OC
 : -0.3, 20, -27
63	CCCn1c(=O)[nH]c(=O)c2c1nc(-c1cccs1)n2CCOC
 : -2.1, 16, -8
64	Cc1cc(NC(=O)CN2C(=O)CC(c3ccco3)Sc3ccccc32)no1 (stereo not given)
 : -1.8, 23, -7
65	O=C(O)c1cccnc1C(=O)O
 : -0.7, 12, -10
66	CC1CCN(S(=O)(=O)c2ccc(S(=O)(=O)NCC(=O)C(C)(C)C)cc2)CC1
 : -1.2, 7, -13
67	O=C(/C=C/c1cccc(Cl)c1)NCc1cccs1
 : -0.1, 17, -17
68	Cc1ccc(-c2[nH]c(-c3ccccc3)nc2SCC(=O)NCC2CCCO2)cc1 (stereo not given)
 : -0.9, 6, -42
69	Cc1ccc(Nc2cc(-n3nc(C)cc3C)ncn2)cc1
 : 1.3, 0, -25
70	CN(C)CCNc1ncnc2sc(-c3ccccc3)cc12
 : 6.1, 16, -13
71	Cn1c(SCC(=O)NCC2COc3ccccc3O2)nnc1C(F)(F)F (stereo not given)
 : 0.6, 10, 0
72	O=C(O)/C=C1\CCCc2ccccc2C1O (stereo not given)
 : 1.7, 11, 7
73	CN1c2ccccc2-c2nc3ccccc3n2C1c1ccco1 (stereo not given)
 : 0.6, 18, -25
74	Cc1ccc(S(=O)(=O)CCC(=O)NCc2ccccc2)cc1
 : 0.3, -5, -12
75	CCOc1ccccc1NC(=O)COC(=O)c1cccc(-c2ccc(OC(C)=O)cc2)c1
 : -1.4, 15, -14
76	NC(=O)c1ccc(NC(=O)COC(=O)c2ccc(Cl)nc2)cc1
 : -1.0, 7, 7
77	COc1ccc(CCNS(=O)(=O)c2cccs2)cc1
 : -1.2, 14, -7
78	COc1ccc(CNC(=O)CN2CCC(C(=O)c3ccc(OC)cc3)CC2)cc1
 : 1.7, 6, -15
79	CC1CN(C(=S)SCCN2Cc3ccccc3C2=O)CC(C)O1 (stereo not given)
 : -1.7, 13, -8
80	CC1CC(C)(C)CC2(C1)NC(=O)N(CC(=O)N(C)Cc1nc3ccccc3c(=O)[nH]1)C2=O (stereo not given)
 : 0.5, 2, -5
81	C(=N\Nc1nc(-c2ccccc2)cs1)/c1cccs1
 : -0.9, 19, -6
82	COc1ccc(O)c(C2=Nc3ccccc3N=C(c3ccco3)C2)c1
 : -0.8, 9, -39
83	CC(NC(=O)C1CCCCC1)c1ccc2c(c1)OCCO2 (stereo not given)
 : -1.2, -3, -1
84	COc1ccc(Cc2noc(CN3CCNC(=O)CC3)n2)cc1OC
 : -0.4, 19, -4
85	CCn1c(C)c(C)c2cc(C(=O)Nc3cccc(Cl)c3)ccc21
 : 4.8, 121*, 40
86	CS(=O)(=O)Nc1ccc(C(=O)NCCSC2CCCCC2)cc1
 : -0.9, 1, 7
87	CC(=C1C(=O)c2ccccc2C1=O)N1CCN(c2ccccn2)CC1
 : -5.8, 11, -13
88	O=C1CC(c2cccc(Cl)c2)CC(O)=C1C=NCCCO (stereo not given)
 : -1.3, 3, -7
89	CCCCSc1ncc(C(=O)OCC)c(N)n1
 : -0.9, 15, -17
90	COC(=O)Cc1ccc(NC(=S)NC(C)(C)C)cc1
 : -0.8, 3, 1
91	O=C(O)c1cccc2sc3cc(Cl)ccc3c(=O)c12
 : -2.9, 10, -1
92	Cc1nn(-c2cccc(Cl)c2)c(Cl)c1/C=N/NC(=O)c1cccnc1
 : 0.7, 8, -14
93	O=C(NCc1cccnc1)c1cccc(S(=O)(=O)Nc2cccc(Cl)c2)c1
 : -1.9, 1, 4
94	Cc1cc2c(=O)n(C)c(SCC(=O)Nc3cccc(F)c3)nc2s1
 : 1.2, 14, -25
95	COc1ccc(C(=O)c2cc3c(cc2[N+](=O)[O-])OCCO3)cc1
 : 1.1, 17, -31
96	COc1ccc(C(=O)NC(C)c2nnc(SCC(=O)Nc3nc(C)cs3)n2C)cc1 (stereo not given)
 : -0.8, -1, -6
97	O=C(N/N=C/c1cccs1)c1ccc2ncccc2c1
 : 1.0, 42, -18
98	CC(=O)Nc1ccc(S(=O)(=O)Nc2ccccc2N2CCOCC2)cc1
 : -2.8, 12, 9
99	Fc1ccc(N/N=C(/c2ccccc2)c2ccccn2)cc1
 : -0.5, 31, -41
100	CC1=CC(C)(C)N2C(=O)C3(C(C#N)=C(N)Oc4cc(O)ccc43)c3c(C)c(C)cc1c32 (stereo not given)
 : -0.1, 11, -18

Just OX1R antag-2 and OX1R antag-1, for some of the entries so far:
# | SMILES | OX1R antag-2 | OX1R antag-1
86 | CS(=O)(=O)Nc1ccc(C(=O)NCCSC2CCCCC2)cc1 | 7 | 1
87 | CC(=C1C(=O)c2ccccc2C1=O)N1CCN(c2ccccn2)CC1 | -13 | 11

Other results follow:
Order of results – STK33 kinase inh, OX1R antag-1, OX1R antag-2
101	Cc1ccc(CNS(=O)(=O)c2ccc(-n3cnnn3)c(C)c2)cc1
 : -0.1, 49, -4
102	c1ccc2sc(NC3=NCN(CCN4CCOCC4)CN3)nc2c1
 : -1.5, 6, -18
103	CCC(c1nnc(SCC(=O)Nc2cc(C)on2)o1)N(C)C (stereo not given)
 : -0.4, 5, -16
104	CCN1CCN(S(=O)(=O)c2ccc(C(=O)Nc3ccccc3)cc2)CC1
 : -0.2, 26, -2
105	CC(C)CCOCC(=O)Oc1ccccc1C(=O)O
 : -0.3, 16, -23
106	C/C(=N\Nc1ccc(C#N)cc1[N+](=O)[O-])c1ccc(C)o1
 : 2.3, 6, -18
107	O=c1cc(O)c(-c2cccc(Cl)c2)c(Cl)[nH]1
 : 0.4, 14, 6
